# All columns: NCI-60 one-dose screen, growth in % after 48 h at 10 µM unless noted; 100 = growth as untreated, 0 = no growth, -100 = all killed.
# HCT-15: HCT-15 colon cancer | 5.2% of 82,000 active | AID 1794746
# COLO 205: COLO 205 colon cancer; 7.3% of 79,000 active; AID 1794742
# NCI-H322M: NCI-H322M lung cancer | 2.7% of 80,000 active
# NCI-H226: NCI-H226 lung cancer | 3.5% of 79,000 active | AID 1794732
# HT29: HT29 colon cancer. 7.4% of 81,000 active. AID 1794748
# NCI-H460: NCI-H460 lung cancer | 6.8% of 82,000 active
# NCI-H23: NCI-H23 lung cancer. AID 1794731. 4% of 80,000 active
# SW-620: SW-620 colon cancer. 5.2% of 82,000 active
# NCI-H522: NCI-H522 lung cancer. 8% of 78,000 active
# The depositor's hits bear a star; x = no result given; & = joins results of further samples. The calls were made as follows: active = growth percent below 10; inactive = the rest.
# The line under a structure holds: HCT-15, COLO 205, NCI-H322M, NCI-H226, HT29, NCI-H460, NCI-H23, SW-620, NCI-H522
CC(=O)Nc1cc(C)cc(C(=O)O)c1C
→ 110, 114, 105, 98, 102, 101, 98, 98, 114
C#Cc1cccc(Nc2ncnc3cc(NC(=O)CCl)ccc23)c1
→ -68*, -70*, -16*, -42*, -66*, -59*, -63*, -62*, -66*
O=C(NCCN(CCNC(=O)C(=O)c1c[nH]c2ccccc12)CCNC(=O)C(=O)c1c[nH]c2ccccc12)C(=O)c1cc2ccccc2[nH]1
→ 116, 84, 94, 100, 104, 102, 75, 98, 141
Cc1cc(Cl)cc(C)c1O
→ 95, 113, 123, 105, 126, 116, 104, 106, x
COc1c2occc2c(OC)c2c(=O)c(C3=NN(C(C)=O)C(c4ccc(F)cc4)C3)c(C)oc12 (stereo unspecified)
→ 101, 98, 98, 89, 110, 100, 87, 102, 92
COc1cc2oc(-c3cccc(NC(=O)c4cccc(Br)c4)c3)cc(=O)c2c(O)c1OC
→ 90, 108, 85, 84, 93, 80, 94, 96, 67
COc1ccc(Nc2nc(N)n(S(=O)(=O)c3ccc(F)cc3)n2)cc1
→ 104, 113, 104, 99, 106, 102, 97, 98, 95
COc1ccc(/C=C(/C#N)C(N)=O)cc1Br
→ 99, 113, 128, 105, 102, 116, 106, 119, 87
Oc1cccc(Nc2ccccc2)c1
→ 98, 110, 109, x, 107, 102, 105, 101, 103
C=C1C(=O)O[C@H]2[C@H]1CC/C(COC(=O)CSCC(=O)OC/C1=C/CC[C@@]3(C)O[C@H]3[C@H]3OC(=O)C(=C)[C@@H]3CC1)=C\CC[C@@]1(C)O[C@@H]21
→ 5.1*, -55*, 91, 92, -26*, 74, 58, -29*, -70*
NC1=NC(Cn2nc(-c3ccccc3)c3ccccc3c2=O)=NNC(=O)N1
→ 109, x, 96, 95, 110, 100, 105, 102, 87
Cc1ccc(NC(=O)Nc2ccc(Nc3ncnc4sc5c(c34)CCN(C(=O)OC(C)(C)C)C5)cc2)cc1Cl
→ 106, 92, 90, 78, 90, 99, 92, 106, 75
COCC(COC)c1nc2sc3cc(Cl)c(Cl)cc3n2c(=N)c1C#N
→ 100, 121, 120, 97, 107, 99, 95, 105, 79
CCCCCCC1N=C(N)N=C(N)N1c1ccc(Cl)cc1 (stereo unspecified)
→ 107, 89, 68, 80, 37, 37, 54, 42, 127
CC(=O)Nc1nc2c(s1)CCc1c-2cn(S(=O)(=O)c2ccccc2)c1-c1ccccc1
→ 52, 75, 79, x, 78, 75, 82, 79, 54

# (continued)
# The line under a structure holds: HCT-15, COLO 205, NCI-H322M, NCI-H226, HT29, NCI-H460, NCI-H23, SW-620, NCI-H522
O=C1OCCCC1O (stereo unspecified)
→ 104, 117, 119, 94, 108, 105, 108, 108, 94
CCN(CC)CCCCCCCCNc1c2ccc(Cl)cc2nc2ccc(OC)cc12
→ -39*, -85*, -39*, -21*, x, -52*, -44*, -32*, x
O=C1Nc2ccc(F)cc2/C1=C\c1nc(-c2ccccc2F)n2ccccc12
→ 26, 93, 92, 104, 14, 51, 76, 45, 52
COc1ccc(-c2cc(C(=O)N3N=C(c4ccc(N)cc4)CC3c3cc(-c4ccccc4)nn3-c3ccccc3)c3ccccc3n2)cc1 (stereo unspecified)
→ 89, 102, 91, 89, 95, 98, 85, 112, 83
Nc1c(C(=O)Nc2ccccc2)sc2nc3c(cc12)C(O)CCC3 (stereo unspecified)
→ 23, -8.2*, 46, 74, 6.6*, 12, 37, 30, 7.1*
COc1ccc(-c2nc3ccccc3s2)cc1
→ 97&103, 115&125, 100&104, 78&89, 95&114, 101&107, 82&105, 101&105, 75&92
N/C(=N\O)c1cn(C2OC(CO)C(O)C2O)c2ncnc(N)c12 (stereo unspecified)
→ 7.5*, -92*, 11, 26, 7.0*, -44*, -1.7*, -12*, -43*
O=C(/C=C/c1cccc(F)c1)c1cccc(OCCCCOc2cccc(C(=O)/C=C/c3cccc(F)c3)c2)c1
→ 98, 117, 102, 103, 106, 100, 102, 98, 93
Cc1cccc(I)c1
→ 107, 111, 99, 99, 98, 108, 96, 107, 99
Cc1ccc(/C(N)=N/C(N)=N/c2nc3ccccc3s2)cc1
→ 52, 120, 91, 63, 110, 76, 49, 107, 100
O=C(O)c1ccc(-c2nn(-c3ccc(C(=O)O)cc3)cc2/C=N/Nc2nc(-c3ccncc3)cs2)cc1
→ 107, 121, 95, 92, 104, 106, 108, 101, 97
CN(C)c1ccc(/C=C2\CCC/C(=C\c3ccc(N(C)C)cc3)C2=O)cc1
→ 101, 104, 92, 104, 93, 105, 103, 110, 89
CC1=C(I)[C@@]2(CCCO)c3cc4c(cc3CC[C@@]2(C)[C@@H]1C)[nH]c1ccccc14
→ 55, 88, 78, 76, 69, 55, 76, 67, 60
CCOC(=O)C(=CNC(=S)Nc1c(CC)cccc1C(C)(C)C)C(=O)OCC
→ 94, 106, 109, 101, 102, 107, 96, 110, 88
CN(C)c1ccc(C2C(C#N)=C(N)Oc3cc4ccccc4cc32)cc1 (stereo unspecified)
→ 86, 106, 86, 89, 112, 97, 80, 94, 79

# The list goes on:
# The line under a structure holds: HCT-15, COLO 205, NCI-H322M, NCI-H226, HT29, NCI-H460, NCI-H23, SW-620, NCI-H522
Cc1nc2sccn2c1-c1nc2sccn2c1C=O
→ 102, 113, 90, 99, 99, 114, 95, 98, 100
CC(C)c1ccc(C2CCCCC2O)cc1 (stereo unspecified)
→ 106, 113, 104, 94, 117, 108, 103, 105, 101
CC(=O)OCC(=O)[C@@]1(O)CCC2C3CCC4=CC(=O)CC[C@]4(C)C3C(=O)C[C@@]21C (stereo partly specified)
→ 101, 108, 102, 92, 104, 109, 108, 110, 100
CCC1(CC)CC1C#N (stereo unspecified)
→ 99, 113, 93, 96, 91, 102, 110, 100, 86
O=C(O)C1CC(=O)N(Cc2ccccc2)C1 (stereo unspecified)
→ 95, 104, 107, 98, 100, 101, 97, 103, x
CCOC(=O)n1cc(-c2nonc2-c2cn(C(=O)OCC)c3ccccc23)c2ccccc21
→ 93, 114, 82, 91, 93, 100, 74, 102, 86
CCOC(=O)CSSCC(=O)OCC
→ 102, 113, 106, 123, 112, 108, 112, 111, 100
CCc1cccc2c3c([nH]c12)C(CC)(CC(=O)O)OCC3 (stereo unspecified)
→ 106&111, 112&113, 104&110, 105&96, 105&110, 109&102, 102&96, 101&101, 98&110
COc1ccc(-c2nn(-c3ccccc3)cc2-c2c3c(nn2-c2ccc(Br)cc2)CC(C)(C)CC3=O)cc1
→ 104, 123, 94, 89, 95, 93, 88, 89, 86
CSc1ccc2c(c1)N(C(=O)/C(C#N)=C/c1ccc(C)cc1)c1ccccc1S2
→ 92, 113, 92, 96, 103, 102, 86, 110, 85
O=C1Nc2c(ccc(Cl)c2Cl)/C1=C/c1ccc([N+](=O)[O-])cc1
→ 89, 114, 85, 159, 99, 107, 91, 100, 89
COc1cc2c(c(OC)c1OC)-c1ccc(N)c(=O)cc1[C@@H](NC(C)=O)CC2
→ 12, -72*, 27, 40, x, -2.4*, 4.6*, 23, -34*
CN(CC(=O)C(C(N)=O)c1ccccc1)c1ccccc1 (stereo unspecified)
→ 102, x, 104, x, 101, 110, 100, 106, 91
COc1cc(OC)c2sc(-c3ccc(-n4cncc4-c4ccc(OC)c(N)c4)cc3)nc2c1
→ 74, 111, 105, 94, 74, 78, 87, 89, 80
COc1ccc(Nc2ncccc2NC(=O)/C=C/c2ccc(Cl)cc2)cc1
→ 102, 104, 109, 91, 96, 104, 96, 102, 53

# Continued:
# The line under a structure holds: HCT-15, COLO 205, NCI-H322M, NCI-H226, HT29, NCI-H460, NCI-H23, SW-620, NCI-H522
O=S(=O)(Nc1cccc2cn[nH]c12)c1ccc(Cl)cc1Cl
→ 34, 45, 49, 47, 30, 14, 45, 28, 45
CS(=O)(=O)c1ccc(-n2nc(-c3ccc(Oc4ccccc4)cc3)ccc2=O)cc1
→ 91, 101, 95, 80, 103, 96, 78, 107, x
O=C1CC(=O)OC(c2ccc([N+](=O)[O-])cc2)O1
→ -49*, -31*, 52, 35, -39*, 36, 44, -43*, -65*
CCOC(=O)c1c(NC(=O)c2cccc(C(F)(F)F)c2)sc2c1CCC(=O)/C2=C\N(C)C
→ 47, 101, 83, 103, 82, 95, 79, 74, 39
COc1ccc(NC(=O)c2c(C)[nH]c(-c3nc4ccccc4[nH]3)c2C)cc1
→ 89, x, 89, 99, 93, 97, 96, 101, 87
O=C(Nc1ccc2ncnc(Nc3ccc(Oc4cccc(F)c4)c(Cl)c3)c2c1)c1ccc(CNCCO)cc1
→ 23, -55*, 40, 92, -69*, -61*, 74, -74*, 27
CCCCc1ccc(/C=C2\Oc3cc(OS(N)(=O)=O)ccc3C2=O)cc1
→ 88, 97, 97, 89, 78, 101, 78, 99, 57
COc1cccc(N(C(C)=O)c2nc(OC(C)=O)c(C)s2)c1
→ 97, 108, 99, 100, 109, 100, 96, 95, 92
CC(=O)N[C@H](C(=O)N[C@H](Cc1ccccc1)C(=O)N[C@H](CS)C(=O)N[C@H](CCCN=C(N)N)C(=O)N[C@H](CCCN=C(N)N)C(=O)N[C@H](CCCN=C(N)N)C(=O)N[C@H](CCCN=C(N)N)C(N)=O)[C@@H](C)O
→ 106, 106, 114, 98, 113, 103, 108, 102, 110
O=C(Oc1c(Cl)c(Cl)c(Cl)c(Cl)c1Cl)Oc1c(Cl)c(Cl)c(Cl)c(Cl)c1Cl
→ 103, 96, 95, 99, 102, 112, 101, 95, 94
COc1cc(-c2n/c(=C\c3c(O)[nH]c4ccc(Cl)cc34)cc3c2=Nc2ccccc2-3)ccc1F
→ 46, 7.9*, 67, 60, -10*, 0.1*, 17, -1.7*, 3.2*
C[C@]12CC[C@@H]3c4ccc5nc6ccccc6cc5c4CC[C@H]3[C@@H]1CCC2=O
→ 16, 112, 91, 78, 42, 53, 70, 73, 76
Cn1cc(CC2CC(=O)N(c3ccccc3)C2=O)sc1=NC(=O)c1ccccc1 (stereo unspecified)
→ 101, 111, 92, 98, 103, 106, 96, 94, 93
N#Cc1cnc(N)nc1N
→ 106, 115, 110, 98, 105, 101, 108, 98, 101
CC1(C)Oc2cc3oc(=O)ccc3cc2C[C@@H]1OCCN1CCN(c2cccc(F)c2)CC1
→ 89, 100, 92, 97, 88, 99, 94, 94, 89

# A different layout for part of the listing above.
Molecule,HCT-15,COLO 205,NCI-H322M,NCI-H226,HT29,NCI-H460,NCI-H23,SW-620,NCI-H522
O=C1CC(=O)OC(c2ccc([N+](=O)[O-])cc2)O1,-49*,-31*,52,35,-39*,36,44,-43*,-65*
CCOC(=O)c1c(NC(=O)c2cccc(C(F)(F)F)c2)sc2c1CCC(=O)/C2=C\N(C)C,47,101,83,103,82,95,79,74,39
COc1ccc(NC(=O)c2c(C)[nH]c(-c3nc4ccccc4[nH]3)c2C)cc1,89,x,89,99,93,97,96,101,87
O=C(Nc1ccc2ncnc(Nc3ccc(Oc4cccc(F)c4)c(Cl)c3)c2c1)c1ccc(CNCCO)cc1,23,-55*,40,92,-69*,-61*,74,-74*,27
CCCCc1ccc(/C=C2\Oc3cc(OS(N)(=O)=O)ccc3C2=O)cc1,88,97,97,89,78,101,78,99,57
COc1cccc(N(C(C)=O)c2nc(OC(C)=O)c(C)s2)c1,97,108,99,100,109,100,96,95,92
CC(=O)N[C@H](C(=O)N[C@H](Cc1ccccc1)C(=O)N[C@H](CS)C(=O)N[C@H](CCCN=C(N)N)C(=O)N[C@H](CCCN=C(N)N)C(=O)N[C@H](CCCN=C(N)N)C(=O)N[C@H](CCCN=C(N)N)C(N)=O)[C@@H](C)O,106,106,114,98,113,103,108,102,110
O=C(Oc1c(Cl)c(Cl)c(Cl)c(Cl)c1Cl)Oc1c(Cl)c(Cl)c(Cl)c(Cl)c1Cl,103,96,95,99,102,112,101,95,94
COc1cc(-c2n/c(=C\c3c(O)[nH]c4ccc(Cl)cc34)cc3c2=Nc2ccccc2-3)ccc1F,46,7.9*,67,60,-10*,0.1*,17,-1.7*,3.2*
C[C@]12CC[C@@H]3c4ccc5nc6ccccc6cc5c4CC[C@H]3[C@@H]1CCC2=O,16,112,91,78,42,53,70,73,76
Cn1cc(CC2CC(=O)N(c3ccccc3)C2=O)sc1=NC(=O)c1ccccc1 (stereo unspecified),101,111,92,98,103,106,96,94,93
N#Cc1cnc(N)nc1N,106,115,110,98,105,101,108,98,101
CC1(C)Oc2cc3oc(=O)ccc3cc2C[C@@H]1OCCN1CCN(c2cccc(F)c2)CC1,89,100,92,97,88,99,94,94,89

# Continued.
# The line under a structure holds: HCT-15, COLO 205, NCI-H322M, NCI-H226, HT29, NCI-H460, NCI-H23, SW-620, NCI-H522
CCCS(=O)(=O)Nc1ccc(C(=O)/C=C2/C(=O)Nc3ccc(F)cc32)cc1
→ 85, 117, 96, 97, 109, 105, 97, 88, 86
Nc1nn(C(=O)c2ccccc2O)cc1-c1ccc(Cl)cc1
→ 115, 105, 77, 66, 89, 91, 75, 101, 30
CC(C)CCC[C@@H](C)[C@H]1CC[C@H]2[C@@H]3CC[C@H]4C[C@]5(CC[C@]4(C)[C@H]3CC[C@]12C)Nc1ccccc1NC5=NC(C)(C)C
→ 102, 106, 99, 82, 104, 104, 98, 94, 95
CN1C(=O)[C@H]2c3c(cccc31)[C@H]1[C@@H](OC(N)=O)[C@H](CCC1(C)C)C2(C)C
→ 109, 111, 94, 100, 94, 105, 100, 100, 92
COc1ccc(NC(=O)c2ccc(Nc3ncnc4sc5c(c34)CCCC5)cc2)cc1
→ 89, x, 91, 68, 72, 95, 93, 98, 59
CCCc1cc2cc(-n3nc(C)c4c3CC(C)(C)CC4=O)cc(NC3CCC(O)CC3)c2c(=O)[nH]1 (stereo unspecified)
→ 24, -10*, 58, 34, 8.7*, 18, 30, 25, 41

# High-throughput results deposited in PubChem by NCI.
